SENP6 inh: SENP6 protease inhibitors, primary screen, biochemical, luminescence, uHTS; Sentrin-specific protease 6 (Homo sapiens), Q9GZR1; Recombinant SENP6 catalytic domain, aminoluciferin luminescence; inhibition, % at 10 µM; 1.8% of 330,000 active; AID 2599, 2010;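 active means inhibition above about 50% at the single tested dose, limit read from the data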;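 further: plate controls were DMSO wells with enzyme for no effect and DMSO wells lacking enzyme for full effect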
Target sequence (Q9GZR1 628-1112 limits assumed): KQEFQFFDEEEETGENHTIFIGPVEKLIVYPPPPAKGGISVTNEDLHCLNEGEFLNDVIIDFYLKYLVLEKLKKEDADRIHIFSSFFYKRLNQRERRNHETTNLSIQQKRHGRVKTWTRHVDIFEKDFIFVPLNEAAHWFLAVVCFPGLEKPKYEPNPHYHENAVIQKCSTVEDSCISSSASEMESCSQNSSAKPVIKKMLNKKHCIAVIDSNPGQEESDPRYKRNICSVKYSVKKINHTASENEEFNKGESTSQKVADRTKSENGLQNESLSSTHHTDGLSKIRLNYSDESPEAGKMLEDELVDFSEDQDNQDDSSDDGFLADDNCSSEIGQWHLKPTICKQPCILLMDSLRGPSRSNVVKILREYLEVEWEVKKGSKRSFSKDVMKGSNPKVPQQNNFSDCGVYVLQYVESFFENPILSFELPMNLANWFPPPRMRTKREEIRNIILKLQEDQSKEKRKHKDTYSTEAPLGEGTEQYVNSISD
SENP7 inh: SENP7 protease inhibitors, primary screen, biochemical, luminescence, uHTS. inhibition, % at 5 µM. Sentrin-specific protease 7 (Homo sapiens), Q9BQF6. AID 434973, 2010. 1.5% of 330,000 active. recombinant SENP7, Z-RLRGG-aminoluciferin luminescence, 40 min;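 active means inhibition above about 50% at the single test dose, limit read from the data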;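 further: plate controls were DMSO with enzyme for no effect and no enzyme buffer wells for full effect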
SENP8 block-1: SENP8 protease inhibitors, primary screen, biochemical, luminescence. 1.2% of 330,000 active. Sentrin-specific protease 8 (Homo sapiens), Q96LD8. inhibition, % at 10 µM. AID 2540, 2010. purified SENP8, Z-RLRGG-aminoluciferin cleavage; in the data active means inhibition above about 50%
PfGluPho inh: PfG6PD enzyme inhibitors, primary screen, biochemical, fluorescence intensity, uHTS. glucose-6-phosphate dehydrogenase-6-phosphogluconolactonase (Plasmodium falciparum 3D7). PfGluPho enzyme, NADPH resazurin-diaphorase fluorescence. inhibition, % at 20 µM. 0.78% of 350,000 active;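 active means inhibition reaching at least a set limit at 20 µM in the primary screen, cut at about 59% in these data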;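 further: 0% = DMSO wells with substrate and 100% = DMSO wells lacking glucose-6-phosphate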
UBC13 inh: UBC13 polyubiquitin chain formation inhibitors, primary screen, biochemical, TR-FRET, uHTS; Ubiquitin-conjugating enzyme E2 N (Homo sapiens), P61088; inhibition, % at 20 µM; 0.47% of 330,000 active; AID 485273, 2010; in the data active means inhibition above about 45%, passing the limit was not always enough
Target sequence (P61088 whole entry, looked up): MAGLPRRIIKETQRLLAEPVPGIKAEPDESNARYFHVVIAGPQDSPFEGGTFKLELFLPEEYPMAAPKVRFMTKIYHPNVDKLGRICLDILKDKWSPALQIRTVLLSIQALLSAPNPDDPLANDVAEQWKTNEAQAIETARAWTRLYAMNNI
SENP8 block-2: human SENP8 protease inhibitors, primary screen, biochemical, fluorescence, Nedd8 protein substrate, uHTS. Sentrin-specific protease 8 (Homo sapiens), Q96LD8. AID 602440, 2012. recombinant SENP8. 0.64% of 360,000 active. inhibition, % at 20 µM; in the data active means inhibition mostly above about 40%, no sharp cut-off; inactive means mostly below about 27%
HKDC1 inh: HKDC1 hexokinase inhibitors, primary screen, biochemical, fluorescence, uHTS | Q2TB90 | AID 493160, 2011 | 0.16% of 340,000 active | recombinant HKDC1, G6PDH/diaphorase resazurin coupled fluorescence | inhibition, % at 20 µM;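 active means inhibition above about 35% when tested at 20 µM, limit read from the data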;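 further: plate controls were DMSO wells with enzyme for no effect and DMSO wells lacking enzyme for full effect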
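System: Recombinant HKDC1 hexokinase | Amount: HKDC1 at 5 µg/mL | Reagent: Glucose with 1 mM ATP | Doses: Single 20 µM dose | Incubation: Reaction time 90 min, room temperature, protected from light | Signal: Coupled resazurin fluorescence, excitation 525 nm, emission 613 nm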
SENP1 inh: human SENP1 catalytic domain inhibitors, primary screen, biochemical, FRET, uHTS; inhibition, % at 10 µM; AID 624204, 2012; 0.21% of 360,000 active; recombinant SENP1 catalytic domain, CyPet-SUMO1-YPet FRET cleavage; Sentrin-specific protease 1 (Homo sapiens), Q9P0U3;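 active means inhibition at least 30% at 10 µM, raw YFP signal under a set limit, fluorescence ratio 0.5 to 1.5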;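 further: 0% = enzyme with DMSO and 100% = no enzyme wells; some results filed as inactive read as strong as hits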
Target sequence (Q9P0U3 419-644 limits assumed): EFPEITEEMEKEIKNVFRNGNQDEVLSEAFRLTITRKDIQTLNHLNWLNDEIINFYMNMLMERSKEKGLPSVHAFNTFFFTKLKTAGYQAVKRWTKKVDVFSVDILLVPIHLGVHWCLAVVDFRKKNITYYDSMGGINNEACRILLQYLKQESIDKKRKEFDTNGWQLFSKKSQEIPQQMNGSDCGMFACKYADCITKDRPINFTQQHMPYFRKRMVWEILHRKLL
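Material – human SENP1 catalytic domain · Input – SENP1 enzyme, 20 pM final · Compound dosing – single concentration of 10 µM compound, 0.5% DMSO final · Timing – enzyme reaction for 50 min at room temperature, dark · Measured by – FRET fluorescence in CFP and YFP emission channels · Control set – no-enzyme wells low, DMSO-plus-enzyme wells high control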
beta cell repl: inducers of MIN6 beta-cell proliferation, primary screen, ATP luminescence, uHTS; 0.29% of 330,000 active; MIN6 cells proliferation, ATPlite luminescence, 48 h; cells starved in 0.2% serum; 100% = growth in 10% serum; proliferation, % at 10 µM;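 active means compounds whose signal lies at least 3.5 SD above the mean of all wells on their plate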;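 further: 0% = DMSO-treated cells in low-serum medium and 100% = 10% serum control; some compounds called inactive have numbers as strong as hits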
An asterisk follows results filed as active; i = inactive; . = no result given.

SMILES | SENP6 inh | SENP7 inh | SENP8 block-1 | PfGluPho inh | UBC13 inh | SENP8 block-2 | HKDC1 inh | SENP1 inh | beta cell repl
COc1ccc(CN(Cc2ccccn2)C(=O)CN2C(=O)COc3ccccc32)cc1 | 4 | -3 | 1 | 0 | -2 | 13 | -9 | 2 | 0
CC1(C)CC(NC(=O)c2cccc(Cl)c2)CC(C)(C)N1 | 9 | -1 | 0 | 10 | 5 | 10 | 2 | -1 | -1
COc1ccc(CCNC(=O)COC(=O)/C=C/c2ccc(OCC#N)c(OC)c2)cc1 | -1 | 0 | -14 | -24 | -6 | 6 | 11 | 5 | 2
CC(Sc1nc(N2CCOCC2)c2c(c1C#N)CC(C)(C)OC2)C(=O)O (stereo not drawn) | 5 | -2 | -1 | 9 | 1 | 4 | -1 | 1 | -1
Cc1cc(C)n2nc(-c3ccco3)nc2n1 | -19 | -3 | 1 | -3 | 4 | -368 | -3 | -5 | 1
COc1ccc(NC(=O)CSCCc2ccccn2)cc1OC | 9 | -2 | 1 | 18 | 3 | 23 | -2 | 0 | 1
O=C(Nc1cc(C2CC2)nn1-c1ccccc1)c1ccc(F)cc1 | 0 | 8 | -6 | 5 | 6 | 13 | 0 | 1 | 1
CC(=O)c1cccc(Nc2cc(C)nc3ccc(C)cc23)c1 | -48 | 5 | -1 | -6 | -9 | -8 | -1 | -1 | -2
COc1ccc(C)cc1NC(=O)CN1c2cccc3cccc(c23)S1(=O)=O | -9 | -6 | -12 | 1 | 1 | i | 4 | -8 | -1
Cc1ccc(C)c(S(=O)(=O)C(C#N)c2nc3ccccc3nc2N2CCOCC2)c1 (stereo not drawn) | 0 | 5 | -3 | -12 | -22 | -70 | 5 | -23 | -4
O=c1c2ccccc2[nH]c(=S)n1Cc1ccccc1 | -6 | 3 | 2 | -9 | 35 | 9 | -3 | 2 | -4
Cc1ccc(NC(=O)CCCCCNS(=O)(=O)c2ccc(C)cc2)cc1 | -10 | 9 | 3 | 5 | 2 | 26 | -11 | 0 | -1
CCOc1ccc(C(=O)Nc2c(C(=O)N3CCC(N4CCCCC4)CC3)oc3ccccc23)cc1 | -4 | -3 | -3 | -7 | 10 | -32 | -3 | -3 | -1
Cc1c(N(C(=O)CNC(=O)c2ccccc2)C2(C(=O)NC3CCCC3)CCCCC2)c(=O)n(-c2ccccc2)n1C | -12 | 8 | -1 | 8 | 7 | 7 | -18 | 0 | -1
CC(NC(=O)c1ccc(Cl)cc1)C1CC2CCC1C2 (stereo not drawn) | 10 | -11 | 14 | 6 | 4 | 6 | -2 | 1 | -2
COc1ccc(-n2c(CN3CCN(c4ccccc4)CC3)nc3ccc([N+](=O)[O-])cc3c2=O)c(OC)c1 | 4 | 0 | -1 | 23 | -12 | 23 | -1 | 0 | -3
Cc1occc1C(=O)Nc1ccc2c(c1)CCC2 | 91* | 93* | 86* | 14 | -11 | 5 | -10 | -2 | -3
Clc1ccc(OCCCN2CCCC2)cc1Cl | -17 | -5 | -8 | 3 | -4 | 16 | 4 | 0 | 0
C/C(=N\Nc1cc(N2CCOCC2)ncn1)c1ccc(O)cc1 | -15 | -1 | -3 | -8 | 2 | 14 | -8 | -1 | -2
O=C(CCCN1C(=O)/C(=C/c2ccccc2Cl)SC1=S)NNC(=O)c1ccc(Cl)cc1 | -16 | -11 | -10 | -23 | 58* | 16 | 0 | 7 | -1
CN(CC(=O)N(C)CC(=O)Nc1c(Cl)cccc1Cl)Cc1ccc(Br)s1 | -8 | -3 | -15 | 5 | -3 | 9 | -5 | -1 | -1
COC(=O)c1ccc2c(c1)NC(=O)C1CCCN21 (stereo not drawn) | 5 | 1 | 10 | 55 | -42 | -255 | -1 | -31 | -1
C=CCn1c(C)nc2c(sc3nc4c(cc32)COC(C)(C)C4)c1=O | -9 | -9 | 2 | 6 | 7 | -86 | 7 | -5 | 0
Cc1cc(C)n2nc(Cc3ccccc3)nc2n1 | -4 | 2 | -1 | -8 | 0 | 27 | -4 | 2 | 1
CC(Sc1ccc(Cl)cc1)C(=O)NNC(=O)c1ccco1 (stereo not drawn) | -9 | -9 | 10 | -2 | 11 | 8 | -3 | 2 | -1
(listing goes on)
SMILES | SENP6 inh | SENP7 inh | SENP8 block-1 | PfGluPho inh | UBC13 inh | SENP8 block-2 | HKDC1 inh | SENP1 inh | beta cell repl
COc1ccc(OC)c(CCNC(=O)c2cccc(NC3=NC4CS(=O)(=O)CC4S3)c2)c1 (stereo not drawn) | -4 | 17 | -8 | -12 | 8 | 16 | -1 | -1 | 6
Cc1ccc(SCc2nc(-c3ccncc3)no2)cc1 | 3 | -1 | 4 | 2 | -6 | 18 | -5 | 0 | 0
Cc1ccc(S(=O)(=O)N2c3ccc(S(N)(=O)=O)cc3CC2C)cc1 (stereo not drawn) | 11 | -5 | -7 | 2 | -7 | -8 | -5 | 0 | 4
Cc1nc(C)n(CCNC(=O)c2ccco2)n1 | -5 | 10 | -8 | 2 | 5 | 18 | -7 | 2 | -2
CC(=O)N1CCN(C(=O)CCc2nc3ccccc3c(=O)[nH]2)CC1 | -7 | -6 | -8 | -15 | -5 | 13 | 7 | 2 | -3
CC1CN(C(=O)CCC(=O)NCc2ccc(Cl)cc2)c2ccccc2O1 (stereo not drawn) | -4 | 9 | -15 | 0 | 3 | 8 | -6 | 3 | 1
COc1ccccc1N(CC(=O)NCCSCc1ccccc1Cl)S(C)(=O)=O | 9 | 0 | -5 | -4 | -1 | 6 | -6 | -3 | -1
Cc1cc(C)c(NC(=S)N(C)C)c(C)c1 | -16 | 6 | 12 | -9 | 1 | 26 | 1 | 2 | -1
COc1cccc(C(=O)N2CCOCC2)c1OC | -10 | -1 | -2 | -1 | -5 | 6 | -5 | 2 | -1
Cc1c(C)n2c(SCC(=O)N3CCOCC3)nnc2[nH]c1=O | -3 | 3 | -2 | 8 | -4 | -3 | 0 | 2 | -3
COc1ccccc1CN1C(=NC(=O)C2CCCCC2)SC2CS(=O)(=O)CC21 (stereo not drawn) | 2 | 5 | 3 | -9 | -9 | 12 | -3 | 2 | -2
CCNc1ccc(P(=O)(c2ccccc2)c2ccccc2)cc1 | 11 | 1 | -4 | 5 | 2 | -1 | -10 | 1 | 3
C=CCN1CC(O)=C(c2nc3ccccc3[nH]2)C1=N | -4 | 1 | 3 | -8 | 9 | -1 | -12 | 0 | 2
Clc1ccc(CSc2ncnc3c2ncn3C2CCCCO2)cc1 (stereo not drawn) | . | . | . | -4 | . | 22 | -1 | 3 | .
COc1ccc(CN(Cc2ccncc2)C(=O)CCC(=O)O)cc1 | -4 | -3 | 5 | 3 | 13 | 17 | -5 | 1 | -3
CC1=NN(c2ccccc2)C(=O)/C1=C\c1cn(CCC#N)nc1-c1ccc(Cl)cc1 | 46 | 9 | -3 | 24 | -16 | 22 | 5 | 3 | -3
O=C1CCCN1CN(C(=O)c1ccc2c(c1)OCO2)c1ccc(F)cc1 | -3 | 3 | -5 | -3 | -9 | 25 | -3 | 0 | 1
COc1ccc(C(=O)OCC(=O)Nc2cccc(S(=O)(=O)N3CCCCCC3)c2)cc1[N+](=O)[O-] | . | . | . | -14 | . | 4 | 2 | 1 | .
CCOc1c(OC)cccc1C1CC(=O)Nc2cc3c(cc21)OCCO3 (stereo not drawn) | -1 | 8 | -2 | -14 | 5 | 16 | -1 | 2 | -5
COc1ccc2nc(NC(=O)CN3C(=O)NC4(CCCC4)C3=O)sc2c1 | -8 | -3 | 0 | -7 | 2 | -21 | -2 | 1 | -2
CC(OC(=O)c1cccc(S(=O)(=O)N2CCN(C)CC2)c1)C(=O)Nc1ccc(C(N)=O)cc1 (stereo not drawn) | 1 | 1 | 2 | -3 | 7 | 0 | -3 | -1 | 3
O=C(CN1C(=O)NC2(CCCCC2)C1=O)N(Cc1ccco1)Cc1cccs1 | -9 | 1 | 6 | 4 | 0 | 4 | -4 | -4 | -3
CCSc1nnc(NC(=O)C(CC)(C(F)(F)F)C(F)(F)F)s1 | 9 | -1 | 7 | -10 | -2 | 13 | -8 | 0 | -4
CCOCCCNC(=O)C1c2ccccc2C(=O)N2CCc3ccccc3C12 (stereo not drawn) | 18 | 5 | 3 | -2 | 1 | -4 | -4 | -7 | 0
COc1ccc(CNC(=O)[C@H](C)N2C(=O)N3CCc4c([nH]c5ccc(OC)cc45)[C@@]3(C)C2=O)cc1 | -9 | -7 | 7 | 3 | 12 | 20 | -2 | -3 | -1

Some of these compounds in order of SMILES length, rising.
SMILES | SENP6 inh | SENP7 inh | SENP8 block-1 | PfGluPho inh | UBC13 inh | SENP8 block-2 | HKDC1 inh | SENP1 inh | beta cell repl
Clc1ccc(CSc2ncnc3c2ncn3C2CCCCO2)cc1 (stereo not drawn) | . | . | . | -4 | . | 22 | -1 | 3 | .
COc1ccc(CN(Cc2ccncc2)C(=O)CCC(=O)O)cc1 | -4 | -3 | 5 | 3 | 13 | 17 | -5 | 1 | -3
CC1CN(C(=O)CCC(=O)NCc2ccc(Cl)cc2)c2ccccc2O1 (stereo not drawn) | -4 | 9 | -15 | 0 | 3 | 8 | -6 | 3 | 1
O=C1CCCN1CN(C(=O)c1ccc2c(c1)OCO2)c1ccc(F)cc1 | -3 | 3 | -5 | -3 | -9 | 25 | -3 | 0 | 1
COc1ccc2nc(NC(=O)CN3C(=O)NC4(CCCC4)C3=O)sc2c1 | -8 | -3 | 0 | -7 | 2 | -21 | -2 | 1 | -2
CC1=NN(c2ccccc2)C(=O)/C1=C\c1cn(CCC#N)nc1-c1ccc(Cl)cc1 | 46 | 9 | -3 | 24 | -16 | 22 | 5 | 3 | -3
COc1ccc(OC)c(CCNC(=O)c2cccc(NC3=NC4CS(=O)(=O)CC4S3)c2)c1 (stereo not drawn) | -4 | 17 | -8 | -12 | 8 | 16 | -1 | -1 | 6

Compound activity deposited in PubChem BioAssay by Sanford-Burnham Center for Chemical Genomics.
